Source: PubChem
KOR beta-arrestin-1: kappa opioid receptor activators – cell-based, luminescence, uHTS, primary screen (AID 1777); 280,000 tested, 0.02% active; one-dose activation, % at 10 µM; EC50 in µM for titrated hits; KOR beta-arrestin recruitment, luminescence; higher % means a stronger effect; in the data active means activation above about 50%, passing the limit was not always enough; further: a part of the inactive calls stands beside numbers as strong as those of hits
GPR55 beta-arrestin: GPR55 agonists via beta-arrestin recruitment, primary screen, imaging, U2OS cells, beta-arrestin-GFP redistribution (AID 1961); 290,000 tested, 0.048% active; U2OS GPR55 beta-arrestin-GFP redistribution imaging; higher % means a stronger effect; activation, % at 10 µM; hits with a dose series show EC50 in µM;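 active means activation above 40% with more than 50 cells counted in the well; inconclusive means wells holding fewer than 50 cells, flagged as toxic or sparse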;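 further: U2OS osteosarcoma cells stably expressing GPR55 and beta-arrestin-GFP; plate controls were DMSO negative control for no effect and LPI positive control for full effect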
GPR55 LPI antagonism: inhibition of LPI-stimulated GPR55 beta-arrestin translocation – imaging, U2OS, beta-arrestin-GFP, LPI agonist, primary screen (AID 2013); U2OS GPR55 beta-arrestin-GFP translocation imaging, LPI antagonism; higher % means a stronger effect; 290,000 tested, 0.13% active; inhibition, % at 10 µM; hits with a dose series show IC50 in µM;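 active means spots per cell inhibited over 60%, with over 100 cells counted and total cytoplasm intensity under 500,000; inconclusive means wells with under 100 cells, flagged as likely toxic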;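 further: U2OS cells stably carrying GPR55 and arrestin-GFP stimulated by 5 µM LPI near EC80; imaged beta-arrestin-GFP aggregate spots per cell after agonist stimulation; plate controls were LPI-stimulated DMSO wells for no effect and DMSO wells without LPI for full effect; some results filed as inactive read as strong as hits; confirmed hits need IC50 under 10 µM and bright autofluorescent wells are also inconclusive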
GPR35 arrestin U2OS: inhibition of zaprinast-stimulated GPR35 beta-arrestin translocation – imaging, U2OS, beta-arrestin-GFP, zaprinast agonist, primary screen (AID 2058); U2OS GPR35 beta-arrestin-GFP translocation imaging, zaprinast antagonism; higher % means a stronger effect; 290,000 tested, 0.052% active; inhibition, % at 10 µM, or IC50 in µM where a hit was titrated;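 active means inhibition of at least 50% with at least 30 cells and total cytoplasm GFP at most 10,000,000; inconclusive means under 30 cells or total GFP of 10,000,000 plus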
Myeloid diff MLP: compounds promoting myeloid differentiation; ER-HoxA9 myeloid progenitors, lysozyme-GFP differentiation, flow cytometry; calls only at 10 µM; 360,000 tested, 1% active; AID 624256;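 active means normalized GFP-positive differentiation at or above the plate's own cutoff, the solvent-only control mean plus 3 SD; inconclusive means no clear call, values can overlap the other calls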;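 further: cells exposed to compound for four days before flow analysis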
NOD1 inhibition: inhibition of NOD1-driven NF-kB reporter – cell-based, luminescence, uHTS, primary screen (AID 1578); NOD1-driven NF-kB luciferase reporter cells, luminescence; higher % means a stronger effect; inhibition, % at 4 µM; hits with a dose series show EC50 in µM; 290,000 tested, 1% active; in the data active means inhibition mostly above about 36%, no sharp cut-off; inactive means mostly below about 34%;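 further: HEK-293T reporter cells stimulated with the NOD1 agonist gamma-tri-DAP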
KOR beta-arrestin-2: kappa opioid receptor blockers – cell-based, luminescence, uHTS (AID 1778); 290,000 tested, 0.091% active; one-dose inhibition, % at 10 µM; IC50 in µM for titrated hits; KOR beta-arrestin recruitment, luminescence, antagonist mode; higher % means a stronger effect; further: strong numbers were not always called active
HIV fusion peptide: inhibitors of HIV fusion peptide binding, primary screen, biochemical, uHTS, fluorescence dequenching (AID 1986). cell-free peptide binding, fluorescence dequenching, 30 min; higher % means a stronger effect. inhibition, % at 20 µM; hits with a dose series show IC50 in µM. 290,000 tested, 0.3% active; in the data active means inhibition mostly above about 52%, no sharp cut-off; inactive means mostly below about 76%; further: some results filed as inactive read as strong as hits
HEK293 NOD2/NF-kB: inhibition of NOD2-driven NF-kB reporter – cell-based, luminescence, uHTS, HEK293 (AID 1566); HEK293 NOD2/NF-kB luciferase reporter, luminescence; higher % means a stronger effect; one-dose inhibition, % at 4 µM; EC50 in µM for titrated hits; 290,000 tested, 0.63% active; further: many of its hits are not listed in these tables
Myeloid diff MLP GFP+ MAC1+ %: second read-out of Myeloid diff MLP, no call of its own (marks repeat the call); GFP+ MAC1+ double positive, %; measured here: differentiation confirmed by MAC1 staining
Numbers without * were called inactive; i = inactive; ? = inconclusive; / = no result given; [ ] = another dose, or the depositor's remark. Unless noted, no stated cut-off is given here; in the data, active means inhibition above about 50%; inactive means the rest. This is a subset (hit frequency here may not be typical).

canonical_smiles	KOR beta-arrestin-1	GPR55 beta-arrestin	GPR55 LPI antagonism	GPR35 arrestin U2OS	Myeloid diff MLP	Myeloid diff MLP GFP+ MAC1+ %	NOD1 inhibition	KOR beta-arrestin-2	HIV fusion peptide	HEK293 NOD2/NF-kB
CC(C)(C)c1ccc(C(=O)N2CCC(=O)N(C(CO)Cc3ccccc3)CC2)cc1 (stereo unspecified)	2.3%	0.1%	12%	6%	i	3.0	4%	-7%	-2.7%	-3%
CCOCCCn1c(=NC(=O)c2cccs2)c(C#N)cc2c(=O)n3ccccc3nc21	/	-0.1%	3%	-8%	i	0.4	-3%	-4%	7.3%	-5%
CCOc1cc(C2NC(=O)NC(C)=C2C(C)=O)cc(Cl)c1OCC(=O)O (stereo unspecified)	0.6%	-0.1%	5%	4%	i	2.1	-13%	-9%	-0.3%	5%
COc1ccc(C(=O)Nc2ncc3c(n2)CC(c2ccco2)CC3=O)cc1 (stereo unspecified)	-7.1%	-0.2%	4%	5%	i	0.5	14%	-5%	0.9%	6%
COc1ccc(NC(=O)NCCCN2CCN(c3ccccc3F)CC2)cc1	-0.8%	-0.1%	0%	1%	i	0.3	-2%	-12%	-0.3%	0%
COC(=O)C1CC(O)CN1C(=O)c1ccco1 (stereo unspecified)	-4.0%	0.1%	-16%	2%	/	/	-10%	-21%	-1.5%	13%
Cc1cc2n(n1)SC(Nc1cc(Cl)ccc1Cl)N2 (stereo unspecified)	-3.7%	0.2%	9%	-13%	i	1.0	-33%	7%	1.5%	-13%
COc1cccc2c1OC1(C)CC2NC(=O)N1c1cccc(C(=O)Nc2ccc3c(c2)OCCO3)c1 (stereo unspecified)	-4.8%	-0.1%	16%	3%	i	1.3	4%	-20%	-1.3%	5%
Cc1cc(SCC(=O)c2cccs2)nc2c(C)cccc12	0.9%	0.0%	/	4%	i	8.8	-46%	-74%	0.1%	-9%
COc1ccc(/C(N)=N/OC(=O)CC2CCCCC2)cc1	-2.5%	0.0%	4%	1%	i	0.1	-34%	17%	-0.5%	-18%
CCOC(=O)c1cc([N+](=O)[O-])c([N+](=O)[O-])cc1NC(C)=O	-3.2%	0.7%	-2%	21%	?	/	44%	19%	-0.9%	29%
c1ccc2c(CCNc3ncnc4nc[nH]c34)cccc2c1	8.9%	-0.2%	4%	-1%	i	0.8	62%*	-78%	-2.7%	4%
O=C(CN1CCN(c2ccc(F)cc2)CC1)NCC1CCCO1 (stereo unspecified)	-5.0%	-0.3%	-5%	-12%	i	2.7	-7%	-7%	2.6%	-4%
Cc1c(C(=O)NCc2ccccn2)oc2ccccc12	-5.8%	0.0%	4%	-8%	i	5.1	-32%	28%	1.5%	-34%
CC(=O)N1CCN(c2ncnc3ccccc23)CC1	-0.1%	-0.2%	10%	-4%	i	0.5	20%	-3%	2.1%	15%
CC(=O)Nc1ccc(S(=O)(=O)NNC2=NS(=O)(=O)c3ccccc32)cc1	-4.1%	0.0%	2%	-18%	i	0.2	-26%	-1%	5.0%	3%
CCCn1nnc(NC(=O)COc2ccc(CC)cc2)n1	-6.0%	-0.4%	-6%	10%	i	0.5	-7%	-2%	-0.1%	10%
CC(C)(C)C1CCC(=NNC(=O)c2cc(-c3ccccc3)n[nH]2)CC1 (stereo unspecified)	5.3%	-0.3%	13%	1%	i	0.4	29%	15%	-1.9%	7%
O=C(N/N=C/c1ccccc1C(=O)O)c1ccccc1Br	-5.2%	-0.1%	-2%	4%	i	0.5	-24%	-5%	2.4%	0%
COC(=O)c1nn(-c2ccc(OC)cc2)c(=O)cc1NN	-4.2%	-0.5%	4%	-2%	i	0.1	-21%	9%	6.0%	3%
O=C(NCc1ccco1)C1(S(=O)(=O)c2ccc(Cl)cc2)CC1	4.3%	-0.1%	0%	6%	i	6.6	19%	-81%	-1.6%	1%
CNCCOc1ccc(Cl)c(Cl)c1	-1.7%	0.2%	11%	8%	i	0.3	-57%	-21%	-0.6%	8%
O=C(NCCN1CCOCC1)c1ccc2c(c1)N(Cc1cccc(F)c1)C(=O)c1ccccc1S2	2.8%	-0.5%	17%	-6%	i	0.5	-5%	9%	-0.3%	-2%
O=C1NC(=O)/C(=C\c2ccc(Br)o2)S1	-4.8%	0.8%	-6%	10%	i	1.5	-7%	-12%	11%	-46%
Cc1c(N2C(=O)c3ccc(F)cc3C2=O)c(=O)n(-c2ccccc2)n1C	-3.9%	1.7%	3%	0%	i	0.5	-20%	-15%	-0.2%	4%
COc1ccc2[nH]cc(CCN3C(=O)CCC3=O)c2c1	6.3%	-0.2%	0%	2%	i	0.9	-14%	-44%	-1.0%	-5%
Cc1ccc(CCC(=O)Nc2ccc(C)c(C)c2)o1	9.6%	-0.1%	-16%	2%	i	1.5	-3%	-38%	1.9%	-11%
COc1cc(OC)cc(C(=O)NCCNC(=O)c2ccccn2)c1	-2.5%	0.0%	0%	-10%	i	2.8	-6%	-5%	2.7%	-16%
O=c1oc2ccccc2cc1-c1csc(NN=C2CCCC2)n1	1.6%	-0.2%	7%	10%	i	0.3	-26%	-2%	15%	-20%
O=C(Cc1cn2ccsc2n1)Nc1ccccc1Oc1ccccc1	-1.1%	0.2%	-2%	3%	i	1.1	-14%	17%	18%	7%
COc1ccc(N2CCN(C(=O)c3ccc(S(=O)(=O)N4CCCC4)cc3)CC2)cc1	1.5%	0.5%	4%	-16%	i	8.1	-16%	-1%	0.2%	7%
CS(=O)(=O)c1ccc(Cl)c(NC(=O)Cc2ccsc2)c1	-0.8%	1.2%	18%	4%	i	0.6	8%	28%	-2.0%	2%
CCn1c(SCC(=O)N2CCCCC2)nc2c(c1=O)SCC2	11%	0.3%	13%	1%	i	0.0	-10%	14%	-0.8%	14%
CCc1ccn2cc(-c3cc(-c4ccccc4)no3)nc2c1	-1.5%	0.4%	-6%	-10%	i	0.0	46%*	-18%	0.9%	24%
CC(=O)n1nc(-c2cccnc2)nc1N	-1.8%	0.2%	8%	13%	i	1.0	7%	7%	-1.6%	16%
CCCn1nc(C(=O)Oc2ccc3c(C)cc(=O)oc3c2)c2ccccc2c1=O	16%	-0.1%	2%	-3%	i	0.4	-22%	9%	0.5%	16%
Cc1cccc(N2N=C(C(=O)N3CC(=O)Nc4ccccc43)CCC2=O)c1	-0.6%	0.1%	13%	-6%	i	0.8	-11%	-24%	4.6%	6%
CC1CCCN(S(=O)(=O)c2ccc(NC(=O)C3CC(=O)N(c4ccccc4)C3)cc2)C1 (stereo unspecified)	7.7%	0.3%	-19%	8%	i	3.2	28%	-21%	1.0%	-36%
Cc1onc(-c2c(Cl)cccc2Cl)c1C(=O)O/N=C(\C#N)c1c(Cl)cccc1Cl	3.6%	0.1%	3%	24%	i	0.1	-5%	-31%	1.3%	17%
Cc1ccc(C)n1NC(=O)c1ccccc1Cl	-0.3%	-0.1%	9%	-3%	i	0.7	-21%	20%	7.3%	8%
O=C(Nc1ccc(F)c([N+](=O)[O-])c1)c1cccs1	-0.2%	-0.8%	14%	6%	i	0.8	/	32%	-2.8%	/
O=C(c1ccc(F)cc1)c1cnc(Nc2ccccc2)s1	-0.8%	0.2%	5%	-8%	i	0.1	-49%	2%	-1.2%	-74%
Cc1ccccc1N/N=C/c1sc(=O)n(Cc2cccc(C(=O)O)c2)c1Cl	6.2%	0.0%	1%	-12%	i	0.1	-4%	-32%	16µM*	52%*
CCn1ncc(/C=N\NC(=O)COc2cc(C)cc(C)c2)c1C	0.6%	0.1%	-4%	-9%	i	0.3	-29%	-19%	1.8%	-21%
CCN(CC)S(=O)(=O)c1ccc2oc(C(=O)NCCCN3CCOCC3)c(C)c2c1	2.5%	0.3%	2%	0%	i	1.6	-9%	-5%	1.1%	20%
COc1ccc(C(=O)O)cc1S(=O)(=O)NCCc1ccccn1	1.8%	0.0%	-7%	6%	i	1.2	9%	25%	-0.6%	-15%
CCn1c(CNC(=O)c2ccco2)nnc1SCC(=O)Nc1cc(C)c(C)cc1Br	-5.2%	-0.1%	5%	24%	i	0.4	8%	23%	2.1%	15%
CS(=O)(=O)N(CC(=O)Nc1ccc2c(c1)OCO2)c1ccc(Cl)cc1	-0.5%	-0.3%	0%	16%	i	0.7	1%	-41%	0.2%	-28%
Cc1ccc(C(=O)Nc2nc3c(s2)CCCC3)o1	2.8%	0.0%	-7%	-4%	i	1.2	-65%	-24%	-2.5%	-137%
CCC(=O)c1cn(CC(=O)Nc2ccccc2F)c2ccccc12	-1.1%	0.6%	-2%	1%	i	0.1	-11%	-69%[20 µM]	-0.2%	8%

Rewritten field by field: entries from further up.
O=C(c1ccc(F)cc1)c1cnc(Nc2ccccc2)s1
  KOR beta-arrestin-1: -0.8%	GPR55 beta-arrestin: 0.2%	GPR55 LPI antagonism: 5%	GPR35 arrestin U2OS: -8%	Myeloid diff MLP: i	Myeloid diff MLP GFP+ MAC1+ %: 0.1	NOD1 inhibition: -49%	KOR beta-arrestin-2: 2%	HIV fusion peptide: -1.2%	HEK293 NOD2/NF-kB: -74%

Cc1ccccc1N/N=C/c1sc(=O)n(Cc2cccc(C(=O)O)c2)c1Cl
  KOR beta-arrestin-1: 6.2%	GPR55 beta-arrestin: 0.0%	GPR55 LPI antagonism: 1%	GPR35 arrestin U2OS: -12%	Myeloid diff MLP: i	Myeloid diff MLP GFP+ MAC1+ %: 0.1	NOD1 inhibition: -4%	KOR beta-arrestin-2: -32%	HIV fusion peptide: 16µM*	HEK293 NOD2/NF-kB: 52%*

CCn1ncc(/C=N\NC(=O)COc2cc(C)cc(C)c2)c1C
  KOR beta-arrestin-1: 0.6%	GPR55 beta-arrestin: 0.1%	GPR55 LPI antagonism: -4%	GPR35 arrestin U2OS: -9%	Myeloid diff MLP: i	Myeloid diff MLP GFP+ MAC1+ %: 0.3	NOD1 inhibition: -29%	KOR beta-arrestin-2: -19%	HIV fusion peptide: 1.8%	HEK293 NOD2/NF-kB: -21%
